Screens as filed in PubChem.
D2 potentiator = positive allosteric modulators of human D2 dopamine receptor | P14416 | HEK293 T-REx D2, calcium flux, EC20 dopamine potentiation | potentiation, % at 10 µM | 340,000 tested, 0.34% active | AID 485347;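 active = potentiation over 3 SD above the plate norm, cut at about 30% in these data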; note: 0% is about no effect
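Tetracycline-induced HEK293 T-REx cells force-coupled to calcium signalling expressed D2; compounds were pin-added after a 10 s baseline, read kinetically 180 s, then an EC20 dopamine challenge followed with a further 180 s calcium read.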
D1 potentiator = potentiators of human D1 dopamine receptor | P21728 | HEK293 TREx D1 cells, calcium flux, dopamine EC20 potentiation | potentiation, % at 10 µM | 360,000 tested, 0.036% active; in the data active = potentiation above about 30%; note: 0% is about no effect
TRHR PAM = allosteric enhancers of human TRH receptor. enhancement, % at 2 µM. AID 493056. TRHR cells, fluo-8 calcium fluorescence, EC20 TRH enhancement. 360,000 tested, 0.66% active. P34981; in the data active = enhancement above about 30%; note: 0% is about no effect
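Enhancer read-out: after compound pinning and an initial kinetic agonist-mode read, an EC20 of TRH (10 nM final) was injected and fluo-8 calcium signal (Ex 480/Em 530) followed at 1 s/cycle for 100 cycles in TRHR-expressing cells.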
RXFP1 ag = agonists of human relaxin receptor RXFP1. Q9HBX9. HEK293T-RXFP1 cAMP TR-FRET, 30 min; response scale: percent of porcine relaxin response, buffer zero. 370,000 tested, 0.3% active. Potency, µM (top dose mostly 57.5 µM), without a hit: top-dose activation, hits mostly activators; note: potency is the fitted concentration of half-maximal effect; % is set by controls: 0 for no effect and ±100 for the full control effect; nearly all actives have a fitted effect of over 60% in size; many of its hits are not listed in these tables
Target sequence (Q9HBX9 whole entry, looked up): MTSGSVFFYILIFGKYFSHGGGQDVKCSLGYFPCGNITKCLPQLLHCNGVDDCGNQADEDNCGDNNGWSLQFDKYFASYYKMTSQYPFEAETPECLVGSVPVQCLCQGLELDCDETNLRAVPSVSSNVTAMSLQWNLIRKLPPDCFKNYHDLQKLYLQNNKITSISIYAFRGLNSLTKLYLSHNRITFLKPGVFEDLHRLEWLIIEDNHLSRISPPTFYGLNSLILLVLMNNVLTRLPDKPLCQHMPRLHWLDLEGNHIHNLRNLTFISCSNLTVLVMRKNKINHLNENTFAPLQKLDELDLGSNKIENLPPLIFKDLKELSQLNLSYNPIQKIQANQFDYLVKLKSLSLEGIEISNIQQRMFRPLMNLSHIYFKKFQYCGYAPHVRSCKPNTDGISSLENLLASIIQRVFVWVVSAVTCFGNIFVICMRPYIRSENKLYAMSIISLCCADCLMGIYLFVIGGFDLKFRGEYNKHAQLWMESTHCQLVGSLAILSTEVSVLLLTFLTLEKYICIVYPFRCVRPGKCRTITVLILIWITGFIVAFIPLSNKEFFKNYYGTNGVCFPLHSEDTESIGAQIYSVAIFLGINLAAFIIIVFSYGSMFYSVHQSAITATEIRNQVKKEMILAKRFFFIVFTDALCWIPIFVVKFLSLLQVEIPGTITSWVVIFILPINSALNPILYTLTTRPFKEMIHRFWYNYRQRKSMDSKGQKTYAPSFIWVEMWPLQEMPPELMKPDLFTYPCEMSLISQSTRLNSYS
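HEK293T cells stably expressing RXFP1 were pretreated with the PDE4 inhibitor Ro 20174, exposed to compounds for 30 min at 37C, lysed, and cAMP was read by TR-FRET. Data normalized to buffer (basal) and 29 nM porcine relaxin (100%).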
D1 agonist = human D1 receptor agonism; HEK293 T-REx D1 cells, calcium flux, agonist mode; 360,000 tested, 1% active; P21728; activation, % at 2 µM; in the data active = activation above about 30%; note: 0% is about no effect
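Tetracycline-induced HEK293 TREx D1 cells, force-coupled to calcium signalling, were dye-loaded with a no-wash calcium kit. Compound was pin-added after a 10 s baseline. Fluorescence was read kinetically at 1 cycle/s for 180 s, with calcium rises flagged as agonism.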
TRHR ag = activates the human TRH receptor; P34981; TRHR cells, calcium flux fluo-8, FDSS agonist mode; activation, % at 2 µM; 360,000 tested, 0.18% active; in the data active = activation above about 30%; note: 0% is about no effect
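TRHR-expressing cells, plated overnight in medium with 10% serum, were loaded with fluo-8 calcium dye at room temperature. After a 10 s baseline, library compound was pin-added and calcium release was recorded kinetically (ex 480/em 530) as agonist response.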
Anesthetic bind = binds horse apoferritin like a general anesthetic | P02791 | apoferritin/1-aminoanthracene competitive binding, fluorescence | Potency, µM (highest dose often 77.5 µM), inactives show top-dose activity change, negative = displacement, actives largely listed as inhibitors | 350,000 tested, 0.074% active; note: potency is the fitted concentration of half-maximal effect; % is set by controls: 0 for no effect and ±100 for the full control effect; nearly all actives have a fitted effect of over 20% in size
Target sequence (P02791 2-175 limits assumed): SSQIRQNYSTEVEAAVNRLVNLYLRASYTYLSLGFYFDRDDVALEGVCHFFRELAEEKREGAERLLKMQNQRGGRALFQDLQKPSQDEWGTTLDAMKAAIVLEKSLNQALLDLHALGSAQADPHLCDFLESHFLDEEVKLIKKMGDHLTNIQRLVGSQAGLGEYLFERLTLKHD
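10 uM apoferritin + 50% sat. 1-AMA, PBS; cpd 10 min RT; Ex380/Em535 endpoint; normalized to free probe vs complex; 4-param Hill fit; propofol titration as pos. ctrl.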
RXFP1 antag = blocks the human relaxin receptor RXFP1 | AID 1259400 | 350,000 tested, 0.59% active | HEK293-RXFP1, relaxin-stimulated cAMP HTRF, 30 min; stronger effect = lower value | Q9HBX9 | activity change, negative = inhibition, % at 57.5 µM;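 active = activity change of -60% or lower, but not beyond a set lower limit; inconclusive = change between -60% and -40%, or beyond the set limit; inactive = change above -40%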; note: % is set by controls: 0 for no effect and ±100 for the full control effect
D1 antagonist = blocks dopamine activation of the human D1 receptor; HEK293 TREx D1 cells, calcium flux, dopamine EC80; stronger effect = lower value; 360,000 tested, 3.2% active; activity change, negative = inhibition, % at 10 µM; in the data active = activity change below about -30%; note: % is set by controls: 0 for no effect and ±100 for the full control effect
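Tetracycline-induced HEK293 T-REx cells with force-coupled D1 receptor were loaded with a no-wash calcium dye. Compound was added after a 10 s baseline and read kinetically for 180 s; EC80 dopamine was then added and calcium flux followed another 180 s.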
* hit, by the source's call; ? = inconclusive; . = no result given; [ ] = remark or other dose. Unless noted, calls come from the whole dose curve; as a rule, active = well fitted curve in the direction sought with a large enough effect; inconclusive = small, poorly fitted or top-dose-only effect, or another doubt; inactive = no such curve, though single readings can be large; an effect the other way counts as inactive or inconclusive. These rows are one share of the data (hit frequency here may not be typical).

SMILES | D2 potentiator | D1 potentiator | TRHR PAM | RXFP1 ag | D1 agonist | TRHR ag | Anesthetic bind | RXFP1 antag | D1 antagonist
CCOC(=O)Cn1c(=NC(=O)c2cccs2)sc2cc(C(=O)OC)ccc21 | 20 | 6 | 3 | ? | 3 | -0.2 | 10% | 5 | 1
N#CCC(=O)Nc1ccc(C(=O)OCC(=O)c2ccc3c(c2)OCO3)cc1 | 13 | 2 | -5 | -0.4% | 6 | 1.7 | . | 3 | 7
O=C(Nc1nc(-c2cccs2)cs1)c1ccco1 | 12 | -1 | -4 | 0.0% | 4 | 0.9 | -22% | 1 | 12
Cc1[nH][nH]c(=O)c1N=Nc1ccc(Cl)cc1 | 2 | -1 | -2 | -2.3% | -2 | -0.5 | -22% | 0 | -24
COc1ccc(C)cc1NC(=O)CNC(c1ccccc1)c1ccccc1 | 5 | 2 | 2 | -0.8% | 4 | 1.1 | 56%[activator] | -3 | -11
COC(=O)c1ccccc1N(C)C(=O)C12CCC(C)(C(=O)O1)C2(C)C (configuration not stated) | -4 | 2 | -1 | 0.4% | 0 | -0.3 | -9% | -1 | -11
CC(=O)Nc1nc(-c2ccc3c(c2)OCO3)cs1 | 10 | 0 | 9 | 0.5% | 2 | -0.5 | -11% | -3 | 0
CC(=O)Nc1sc(N/N=C/c2ccccc2F)nc1-c1ccc(C)cc1 | -2 | -8 | -3 | 1.7% | 0 | -1.0 | -12% | -22 | 6
COC(=O)c1ccc(C2CC(=O)Nc3c2c(C)nn3-c2nc(C)cc(C)n2)cc1 (configuration not stated) | 10 | 2 | -2 | -0.4% | -1 | 1.2 | 3% | -5 | 2
COc1ccc(CCC(=O)NCC23CC4CC(CC(C4)C2)C3)cc1 | -5 | -6 | -11 | 1.8% | 3 | 0.2 | ? | -18 | -20
COc1cc2c(cc1OC)CC(=O)N(C)CC2 | 1 | 2 | 4 | 0.0% | 2 | 0.1 | -6% | 0 | 7
Cc1nn(C(=O)c2ccoc2C)c(N)c1-c1ccccc1 | 6 | -9 | -12 | -1.4% | 1 | 1.1 | -17% | -11 | -10
CSCCNC(C)=O | -8 | -5 | 8 | 0.0% | 3 | 0.0 | -1% | . | -13
CCOc1ccc(CCNC(=O)c2cc(-c3ccccc3)c(N3CCOCC3)s2)cc1OCC | -3 | -3 | -6 | -6.1% | 0 | -0.2 | -6% | 10 | -12
Cc1ccc(Cn2c(CN3CCC(C(=O)NCCc4ccccc4)CC3)cc3ccccc32)cc1 | -6 | -3 | 14 | 0.1% | 43* | 0.5 | 4% | -20 | 9
O=C(CCC(=O)NCCCc1ccccc1)NCCCc1ccccc1 | 16 | -5 | 16 | -3.4% | 3 | -0.7 | 26% | -2 | 1
Fc1ccccc1N1CCN(c2ncnc3c2nc2n3CCCC2)CC1 | 3 | 0 | -6 | 8.2% | 8 | 0.2 | -5% | 10 | -11
CC1(C)CC(=O)C(C=Nc2ccc3[nH]ncc3c2)=C(O)C1 | 6 | -5 | -6 | -2.8% | 2 | 0.3 | -6% | 7 | 2
CC(=O)Nc1cc(C(=O)NCc2ccccc2Cl)ccc1Sc1ccc(F)cc1 | -10 | -1 | -3 | 4.5% | -2 | -0.2 | -1% | ? | 23
CC(=O)NCCOC(=O)Nc1sc(=S)n(C)c1C | 0 | -7 | 0 | 1.6% | 0 | 0.4 | 2% | 9 | 8
CC(NC(=O)c1ccccc1NC(=O)CN1CCN(c2ccccc2O)CC1)c1ccccc1 (configuration not stated) | -6 | -6 | 14 | 0.1% | 2 | -0.1 | . | -4 | 5
O=C1CCC2CCCCC2(O)O1 (configuration not stated) | 17 | 4 | 33* | 1.3% | 2 | 0.2 | -7% | -22 | -4
COc1ccc(N2CCN(C(=O)c3oc4ccccc4c3NC(=O)Cc3cccc(OC)c3)CC2)cc1 | 4 | -8 | 0 | 0.0% | 1 | -0.2 | -7% | 1 | -18
CCc1cccc(OCCOC(=O)CNS(=O)(=O)c2ccc(NC(C)=O)cc2)c1 | 10 | -1 | 6 | 2.2% | 10 | 0.2 | . | -33 | -3
Cc1ccc(C)c(S(=O)(=O)Nc2ccc3[nH]c(=O)[nH]c3c2)c1 | -3 | -4 | -4 | -2.2% | 4 | -1.0 | -3% | -15 | 17

The list goes on, overlapping the part above by 4 compounds.
SMILES | D2 potentiator | D1 potentiator | TRHR PAM | RXFP1 ag | D1 agonist | TRHR ag | Anesthetic bind | RXFP1 antag | D1 antagonist
O=C1CCC2CCCCC2(O)O1 (configuration not stated) | 17 | 4 | 33* | 1.3% | 2 | 0.2 | -7% | -22 | -4
COc1ccc(N2CCN(C(=O)c3oc4ccccc4c3NC(=O)Cc3cccc(OC)c3)CC2)cc1 | 4 | -8 | 0 | 0.0% | 1 | -0.2 | -7% | 1 | -18
CCc1cccc(OCCOC(=O)CNS(=O)(=O)c2ccc(NC(C)=O)cc2)c1 | 10 | -1 | 6 | 2.2% | 10 | 0.2 | . | -33 | -3
Cc1ccc(C)c(S(=O)(=O)Nc2ccc3[nH]c(=O)[nH]c3c2)c1 | -3 | -4 | -4 | -2.2% | 4 | -1.0 | -3% | -15 | 17
CCOc1ccc(NC(=O)Cc2nnc(SCC(=O)N3CCOCC3)n2C)cc1 | 12 | 7 | 0 | -0.8% | 3 | -0.3 | -2% | 2 | 6
CCOc1ccc(C2C(C(N)=O)=C(C)Nc3nc(-c4ccc(OC)cc4)nn32)cc1 (configuration not stated) | 18 | 2 | 9 | 6.1% | 1 | -0.4 | 4% | -4 | 12
Cc1cccc(C)c1N1CC(=O)N(c2c(C)cccc2C)CC1=O | -2 | 1 | 21 | 0.0% | 0 | 0.1 | -5% | 9 | 19
COc1cc(NC(=O)C2CCN(c3nc4ccccc4nc3C(F)(F)F)CC2)cc(OC)c1 | -2 | 0 | -1 | -0.2% | 2 | 0.2 | -15% | . | 9
CCCN(CCC)C(=O)CC(c1ccccc1)C1CCOC(C)(C)C1 (configuration not stated) | 5 | -1 | -8 | -0.6% | 2 | 1.2 | -10% | -1 | -20
CSc1nc2ccsc2c(=O)n1-c1ccccn1 | 12 | 0 | -6 | 2.0% | 1 | 0.5 | -1% | -9 | 7
Cn1cc(S(=O)(=O)N2CCC3(CC2)OCCO3)c(=O)n(C)c1=O | 11 | 2 | 5 | -3.2% | 1 | -0.3 | -4% | -3 | 3
COc1ccc(CCNC(=O)C2CCN(S(C)(=O)=O)CC2)cc1 | 11 | -7 | 22 | 8.5% | 3 | 1.3 | -6% | 4 | -2
CCOC(=O)c1cc(-c2ccc(C)cc2)n(CCC(=O)Nc2cc(Cl)ccc2C)c1C | 25 | -2 | 1 | 2.9% | 2 | 0.4 | 0% | . | -6
CN(C(=O)COC(=O)c1nc(-c2ccccc2)n(-c2ccccc2)n1)C1CCS(=O)(=O)C1 (configuration not stated) | 1 | 3 | 22 | 1.8% | 1 | -0.2 | -2% | -6 | 14
NC(=O)C[C@@H]1N[C@]2(C(=O)Nc3ccccc32)[C@@H]2C(=O)N(c3cc(C(F)(F)F)ccc3Cl)C(=O)[C@H]12 | -6 | -4 | 2 | 2.9% | 0 | 0.1 | -11% | -13 | -8
CS(=O)(=O)Cc1cccc(C(=O)NC2CCSc3ccccc32)c1 (configuration not stated) | 7 | -14 | -2 | 3.5% | -1 | -1.4 | -15% | -14 | -2
O=C(N/N=C\c1ccc(CNS(=O)(=O)c2ccc(Cl)cc2)o1)C(=O)Nc1ccc(Oc2ccccc2)cc1 | -7 | -2 | 2 | 0.4% | 13 | 0.9 | 1% | 3 | 10
CCOc1ccc(C(C(=O)NC(C)(C)C)N(CCOC)C(=O)CCC(=O)Nc2ccccn2)cc1 (configuration not stated) | -6 | 4 | 3 | 1.7% | -1 | 0.4 | -7% | -1 | 31
CCOc1cccc(CN2CCCC(C(=O)Nc3ccc(-c4ccn[nH]4)cc3)C2)c1O (configuration not stated) | -10 | -1 | 5 | 0.0% | 3 | 0.4 | -10% | -12 | -4
COc1ccc(CC(=O)N2CCN(c3ccccc3OC)CC2)cc1OC | -3 | 2 | 18 | 2.6% | 1 | -0.7 | -8% | 2 | -10
O=C(C[n+]1cc(-c2ccccc2)n2c1CCC2)N1c2ccccc2Sc2ccccc21 | -29 | 1 | -5 | -1.6% | 2 | 0.1 | -10% | -7 | 19
O=C(CSc1nccn1-c1ccccc1)Nc1nc2ccccc2s1 | -2 | -4 | 2 | 0.4% | 4 | -0.4 | -7% | . | 14
O=S(=O)(/C=C/c1ccccc1)N1CCN(c2cccc(Cl)c2)CC1 | 2 | -5 | 1 | 1.9% | 2 | -0.2 | ? | 14 | -2

A different layout for part of the listing above:
Cc1cccc(C)c1N1CC(=O)N(c2c(C)cccc2C)CC1=O
- D2 potentiator: -2
- D1 potentiator: 1
- TRHR PAM: 21
- RXFP1 ag: 0.0%
- D1 agonist: 0
- TRHR ag: 0.1
- Anesthetic bind: -5%
- RXFP1 antag: 9
- D1 antagonist: 19
COc1cc(NC(=O)C2CCN(c3nc4ccccc4nc3C(F)(F)F)CC2)cc(OC)c1
- D2 potentiator: -2
- D1 potentiator: 0
- TRHR PAM: -1
- RXFP1 ag: -0.2%
- D1 agonist: 2
- TRHR ag: 0.2
- Anesthetic bind: -15%
- RXFP1 antag: .
- D1 antagonist: 9
CCCN(CCC)C(=O)CC(c1ccccc1)C1CCOC(C)(C)C1 (configuration not stated)
- D2 potentiator: 5
- D1 potentiator: -1
- TRHR PAM: -8
- RXFP1 ag: -0.6%
- D1 agonist: 2
- TRHR ag: 1.2
- Anesthetic bind: -10%
- RXFP1 antag: -1
- D1 antagonist: -20
CSc1nc2ccsc2c(=O)n1-c1ccccn1
- D2 potentiator: 12
- D1 potentiator: 0
- TRHR PAM: -6
- RXFP1 ag: 2.0%
- D1 agonist: 1
- TRHR ag: 0.5
- Anesthetic bind: -1%
- RXFP1 antag: -9
- D1 antagonist: 7
